# TRb-SRC2 inh: qHTS for Inhibitors of the Interaction of Thyroid Hormone Receptor and Steroid Receptor Coregulator 2 | TRbeta-SRC2 peptide binding, fluorescence polarization; receptor liganded with 1 µM T3 | Potency, µM (highest dose often 106 µM), without a hit: top-dose activity change, negative = inhibition, hits mostly inhibitors | 0.065% of 280,000 active;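 note: plate controls were bound peptide for no effect and peptide without receptor for full effect; nearly all actives have a fitted effect of over 50% in size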
# Target sequence (P10828 whole entry, looked up): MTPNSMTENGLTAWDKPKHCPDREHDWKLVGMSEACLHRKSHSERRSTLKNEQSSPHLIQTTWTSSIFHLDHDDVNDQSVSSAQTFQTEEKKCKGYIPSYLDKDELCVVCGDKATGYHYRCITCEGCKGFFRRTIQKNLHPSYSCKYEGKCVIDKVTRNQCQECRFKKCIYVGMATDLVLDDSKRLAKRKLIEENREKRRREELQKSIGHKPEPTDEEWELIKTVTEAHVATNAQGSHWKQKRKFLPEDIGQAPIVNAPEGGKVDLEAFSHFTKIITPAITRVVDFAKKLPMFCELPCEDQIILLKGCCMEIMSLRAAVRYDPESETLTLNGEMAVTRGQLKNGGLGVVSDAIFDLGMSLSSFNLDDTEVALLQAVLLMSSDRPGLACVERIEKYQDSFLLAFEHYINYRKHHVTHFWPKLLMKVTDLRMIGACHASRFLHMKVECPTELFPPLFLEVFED
#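 Fluorescence polarization of 20 nM Texas Red SRC2 peptide (20-aa NR interaction domain) bound to 0.6 uM human TRb ligand-binding domain, with 1 uM T3, after 5 hr at ambient temperature; inhibition seen as decreased polarization.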
# L3MBTL1 block: qHTS Assay for the Inhibitors of L3MBTL1 | Lethal(3)malignant brain tumor-like protein 1 (Homo sapiens), Q9Y468 | AlphaScreen L3MBTL1–H3K9me1 peptide binding | Potency, µM (highest dose often 57.1 µM), for the others: at the top dose activity, negative = inhibition, most hits filed as inhibitors | 0.66% of 230,000 active; note: nearly all actives have a fitted effect of over 60% in size
#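 L3MBTL1 50 nM + b-AHA-H3(1-15)K9me1 75 nM, 30 min RT; compound added, 30 min RT; streptavidin donor/Ni-chelate acceptor beads 10 ug/mL each final, 30 min RT dark; AlphaScreen read.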
# Tau ThT inhib: qHTS for Inhibitors of Tau Fibril Formation, Thioflavin T Binding; 2.1% of 270,000 active; recombinant tau K18 P301L, heparin-induced fibrillization, ThT fluorescence; Microtubule-associated protein tau (Homo sapiens), P10636; Potency, µM (doses to about 57.4 µM), inactives show at the highest dose activity, negative = inhibition, hits mostly inhibitors; note: nearly all actives have a fitted effect of over 55% in size
# Target sequence (P10636 561-689 P618L limits assumed): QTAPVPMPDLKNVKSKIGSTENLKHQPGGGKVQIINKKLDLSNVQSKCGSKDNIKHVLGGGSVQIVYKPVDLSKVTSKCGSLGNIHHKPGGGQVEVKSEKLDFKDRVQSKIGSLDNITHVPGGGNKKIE
#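 Heparin-induced fibrillization of the P301L-mutant K18 repeat-domain fragment of human tau was followed by ThT binding in quantitative high-throughput format.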
# TR SRC2 fluor cs: Total Fluorescence Counterscreen for Inhibitors of the Interaction of Thyroid Hormone Receptor and Steroid Receptor Coregulator 2. TRb/SRC2 Texas Red total fluorescence interference. Potency, µM (top dose mostly 106 µM), for inactives: top-dose fluorescence change, negative = quenching. 0.29% of 280,000 active; active = well fitted curve in either direction with a large enough effect; inconclusive = small, poorly fitted or top-dose-only effect
#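 Human TRβ ligand-binding domain (0.6 uM) and Texas Red SRC2 peptide (20 nM) in Tris buffer with 1 uM T3 and 5% DMSO were incubated with pinned compound for 5 hr at ambient temperature. Total fluorescence was computed as S + 2P (555/632 nm).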
# Tau fluor cs: Counterscreen qHTS for Inhibitors of Tau Fibril Formation, Fluorescence Polarization. tau K18 P301L Alexa594 fluorescence, heparin fibrillization. Potency, µM (doses to about 57.7 µM), inactives show at the highest dose activity change, negative = decrease. 0.93% of 280,000 active. AID 1463, 2008; note: nearly all actives have a fitted effect of over 55% in size
#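 Human tau K18 P301L (15 uM unlabeled, 0.24 uM Alexa 594-labeled) in 100 mM sodium acetate pH 7 with 20 uM heparin, 6 hr at 37 C. ThT 30 uM added, 1 hr ambient; Alexa 594 FP and total fluorescence read at 555/632 nm.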
# aGal spleen mod: qHTS Assay for Inhibitors and Activators of Human alpha-Galactosidase From Spleen Homogenate; Alpha-galactosidase A (Homo sapiens), P06280; AID 2107, 2009; Potency, µM (series often up to 80 µM), for the others: at the top dose activity change, negative = inhibition, usual class: inhibitors; human spleen homogenate, 4MU-alpha-Gal fluorescence, 40 min; 0.008% of 240,000 active;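 note: 0% = enzyme with vehicle and -100% = no enzyme basal signal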
# Target sequence (P06280 32-429 limits assumed): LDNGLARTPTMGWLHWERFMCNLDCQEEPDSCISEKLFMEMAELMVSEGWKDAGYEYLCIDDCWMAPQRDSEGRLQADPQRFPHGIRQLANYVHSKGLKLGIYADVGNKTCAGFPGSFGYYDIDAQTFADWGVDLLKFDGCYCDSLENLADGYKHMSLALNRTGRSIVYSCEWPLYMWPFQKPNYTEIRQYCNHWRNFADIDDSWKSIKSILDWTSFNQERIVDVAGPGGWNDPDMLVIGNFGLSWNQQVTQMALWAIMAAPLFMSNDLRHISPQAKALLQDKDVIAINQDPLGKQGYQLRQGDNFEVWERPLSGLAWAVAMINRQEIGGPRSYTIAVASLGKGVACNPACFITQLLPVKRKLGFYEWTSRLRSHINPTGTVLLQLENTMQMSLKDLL
#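 Human spleen homogenate (1 ug) as enzyme source, 4-methylumbelliferyl-alpha-D-galactopyranoside 1 mM final, citrate/phosphate pH 5.0 with 0.01% Tween-20. Compounds 40 min at 37C, NaOH/glycine stop; fluorescence Ex 365/Em 440, Hill-fit AC50.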
# ALDH1A1 inh: qHTS Assay for Inhibitors of Aldehyde Dehydrogenase 1 (ALDH1A1); Aldehyde dehydrogenase 1A1 (Homo sapiens), P00352; Purified ALDH1A1, NADH fluorescence, propionaldehyde substrate; Potency, µM (doses to about 75.3 µM), for the others: top-dose activity, negative = inhibition, hits mostly inhibitors; 7.3% of 220,000 active; active = well fitted inhibition curve with a large enough effect, not every such curve was filed as active; inconclusive = small, poorly fitted or top-dose-only effect, or another doubt; inactive = no such curve, though single readings can be large or run the other way;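 note: plate controls were no enzyme wells and a reference inhibitor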
# Tau fibril FP: qHTS for Inhibitors of Tau Fibril Formation, Fluorescence Polarization; K18 P301L tau heparin fibrillization, Alexa594 FP, 6 h; Potency, µM (doses to about 57.7 µM), without a hit: at the highest dose activity, negative = inhibition, hits mostly inhibitors; 0.39% of 280,000 active; Microtubule-associated protein tau (Homo sapiens), P10636; note: nearly all actives have a fitted effect of over 55% in size
#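 K18 P301L tau (15 uM unlabeled/0.24 uM Alexa 594-labeled, final) + compound + heparin 20 uM final; 100 mM NaOAc pH 7; 6 hr 37 C; ThT 30 uM final added, 1 hr RT; FP ex 555/em 632 nm.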
# Active calls of the source: *; u = inconclusive; x = not tested or not shown; [ ] = remark or other dose. Unless noted, calls come from the whole dose curve; as a rule, active = well fitted curve in the direction sought with a large enough effect; inconclusive = small, poorly fitted or top-dose-only effect, or another doubt; inactive = no such curve, though single readings can be large; an effect the other way counts as inactive or inconclusive. Unless noted, % is set by controls: 0 for no effect and ±100 for the full control effect; potency is the fitted concentration of half-maximal effect. Compounds were not picked by outcome; overall some 8.5% were active at least once.
SMILES,TRb-SRC2 inh,L3MBTL1 block,Tau ThT inhib,TR SRC2 fluor cs,Tau fluor cs,aGal spleen mod,ALDH1A1 inh,Tau fibril FP
COCCOC(=O)c1c(NC(=O)CNC2CCCc3ccccc32)sc(C(N)=O)c1C (stereo unspecified),-3%,1%,-9%,-1%,-9%,-5%,x,1%
O=C(N/C(=C\c1ccc(Br)cc1)C(=O)N1CCCC1)c1ccccc1F,-6%,3%,-8%,-3%,-3%,1%,u,-2%[2.34 µM]
Cc1ccc(NC(=O)C(=O)NCc2ccc(/C=N/NC(=O)c3c(C)nc4ccccn34)o2)cc1,-2%,16%,-16%,-2%,-13%,1%,-15%,0%
CC(=O)N[C@@H](c1ccccc1)[C@]1(C)C[C@H]1[C@@H](C)C(=O)Nc1ccc2ccccc2c1,-7%,x,-16%,-20%,-27%,4%,-5%,5%
CCn1c(=O)cc(SCC(=O)Nc2cc(Cl)ccc2OC)c2ccccc21,3%,x,0%,-1%,-25%,x,x,2%
Cc1ccc(NCc2ccccc2-c2nnc(-c3ccccc3Cl)o2)cc1Cl,-5%,x,-3%,-1%,-25%,x,x,-6%
CC(C)(C)c1ccccc1NC(=O)c1cnn2c(C(F)F)cc(-c3ccccc3)nc12,0%,x,-2%,-16%,1%,x,x,-10%
c1cncc(C(c2nnnn2C2CCCCC2)N2CCCCC2)c1 (stereo unspecified),0%,10%,-5%,-1%,-6%,-2%,u,-4%
COC(=O)Cc1c(C(=O)OC)nnn1-c1cccc(C(F)(F)F)c1,-5%,16%,2%,-3%,1%,2%,9%,1%
COc1cc(S(=O)(=O)N2CCCCC2)ccc1NC=O,-16%,x,6%,-2%,2%,-1%,2%,5%
COc1cccc(C2c3c(oc4ccc(Cl)cc4c3=O)C(=O)N2c2cc(C)on2)c1OC (stereo unspecified),-1%,4%,1%,-3%,-10%,7%,-10%,-6%
Cc1cc(C)c(S(=O)(=O)c2ccccc2)c(OC(=O)c2c(Cl)cccc2Cl)n1,-14%,0%,-14%,4%,-10%,2%,-1%,-6%

# Reformatted: entries from further up
CCn1c(=O)cc(SCC(=O)Nc2cc(Cl)ccc2OC)c2ccccc21
  TRb-SRC2 inh: 3%; L3MBTL1 block: x; Tau ThT inhib: 0%; TR SRC2 fluor cs: -1%; Tau fluor cs: -25%; aGal spleen mod: x; ALDH1A1 inh: x; Tau fibril FP: 2%
Cc1ccc(NC(=O)C(=O)NCc2ccc(/C=N/NC(=O)c3c(C)nc4ccccn34)o2)cc1
  TRb-SRC2 inh: -2%; L3MBTL1 block: 16%; Tau ThT inhib: -16%; TR SRC2 fluor cs: -2%; Tau fluor cs: -13%; aGal spleen mod: 1%; ALDH1A1 inh: -15%; Tau fibril FP: 0%

# In the list so far, these contain fluorine:
SMILES,TRb-SRC2 inh,L3MBTL1 block,Tau ThT inhib,TR SRC2 fluor cs,Tau fluor cs,aGal spleen mod,ALDH1A1 inh,Tau fibril FP
O=C(N/C(=C\c1ccc(Br)cc1)C(=O)N1CCCC1)c1ccccc1F,-6%,3%,-8%,-3%,-3%,1%,u,-2%[2.34 µM]
CC(C)(C)c1ccccc1NC(=O)c1cnn2c(C(F)F)cc(-c3ccccc3)nc12,0%,x,-2%,-16%,1%,x,x,-10%
COC(=O)Cc1c(C(=O)OC)nnn1-c1cccc(C(F)(F)F)c1,-5%,16%,2%,-3%,1%,2%,9%,1%

# New compounds follow
SMILES,TRb-SRC2 inh,L3MBTL1 block,Tau ThT inhib,TR SRC2 fluor cs,Tau fluor cs,aGal spleen mod,ALDH1A1 inh,Tau fibril FP
CO/N=C(/CS(=O)c1ccc(Br)cc1)c1ccc(OC)cc1 (stereo unspecified),1%,x,-12%,1%,-11%,3%,-12%,0%
CCCNC(=O)N(C)c1nncnc1C(=O)NC,-18%,-2%,5%,4%,5%,4%,-9%,0%
COc1cccc(C(=O)NCC(=O)OCc2ccc(F)cc2Cl)c1,-2%,5%,-4%,-1%,-16%,-16%,-7%,u
COc1ccc(C2c3c(-c4c(C)cc(C)cc4O)n[nH]c3C(=O)N2Cc2ccco2)cc1 (stereo unspecified),-1%,x,-13%,1%,u,x,x,6%
C=CC#CC1(O)CC(C)N(C)CC1C (stereo unspecified),2%,-12%,-4%,-1%,2%,-1%,12%,0%
Cc1cc(-c2ccc(N=Nc3ccc4c(S(=O)(=O)O)cc(S(=O)(=O)O)c(N)c4c3O)c(C)c2)ccc1N=Nc1ccc2c(S(=O)(=O)O)cc(S(=O)(=O)O)c(N)c2c1O,25µM*,x,1.4µM*,18µM*[fluorescent],0.79µM*[quencher],10%,u,3.2µM*
Cc1onc(-c2c(Cl)cccc2Cl)c1COC(=O)c1ccc([N+](=O)[O-])cc1,-2%,-14%,-15%,-1%,u,6%,-3%,5%
CCn1c2ccccc2c2cc(CN3CCN(Cc4cccc(Cl)c4)CC3)ccc21,-4%,x,-9%,3%,-19%,x,x,-6%
COC(=O)c1ccccc1NC(=O)CS(=O)(=O)Cc1nc(-c2ccc(C)cc2)oc1C,0%,1%,-10%,-2%,-4%,4%,-10%,0%
COc1cc(S(=O)(=O)N2CCC(C(N)=O)CC2)c(C)cc1C,-15%,2%,2%,0%,4%,-8%,16%,-7%
CCOC(=O)c1c(NC(=O)COc2cccc3c2CCN(CC)C3=O)sc2c1CCC2,1%,-4%,-10%,0%,0%,-2%,6%,-1%
CCOC(=O)c1ccc(NC(=S)N(CCCN2CCN(CC)CC2)Cc2cccs2)cc1,4%,u,-11%,-2%,-5%,-4%,u,-5%
CCOC(=O)CC(NC(=O)C(CC)c1ccccc1)c1ccccc1Cl (stereo unspecified),1%,5%,4%,-1%,-7%,-1%,-4%,8%
O=[N+]([O-])c1cc([N+](=O)[O-])c2c(=Nc3ccccc3)n(-c3ccccc3)n(O)c2c1,-3%,-19%,14µM*,6%,16µM*[quencher],1%,0.35µM*,u
COc1cc2c(cc1OC)CN(c1ccc([N+](=O)[O-])cc1C#N)CC2,16%,-3%,u,-3%,u,4%,u,10%
O=S(=O)(c1cccs1)N1CCC(CO)(Cc2ccc(Cl)cc2)CC1,-12%,13%,-7%,-1%,u,1%,u,-7%
C=CCNc1nc(Nc2ccccc2F)nc(OCC)n1,0%,x,-5%,1%,-13%,-6%,5%,4%
Nn1c(SCC(=O)NC2CCCCC2)nnc1C1CC1,8%,-6%[11.4 µM],-2%,-4%,-3%,7%,24µM*,1%
COc1cccc(C2=CC(c3cccc(OC)c3OC(F)F)n3nnnc3N2)c1 (stereo unspecified),-17%,1%,-2%,-3%,-11%,8%,-2%,u
CN(C1CCCCC1)S(=O)(=O)c1ccc(F)c(C(=O)Nc2ccc(C(F)(F)F)cc2)c1,7%,x,9%,-2%,-21%,x,x,-15%
S=C(NCC1CCCO1)Nc1cccc2ccccc12 (stereo unspecified),1%,-5%,-10%,0%,-8%,1%,-15%,-5%
COc1ccc2c(CC#N)c[nH]c2c1,-8%,x,-12%,-1%,-9%,6%,5%,6%
CC(C)COc1cccc(C(=O)NC(=S)NCc2cccnc2)c1,-2%,-10%,u,-3%,-21%,2%,u,5%
COc1ccc(CC(NC(C)=O)C(=O)N2CCN(C(=O)N(C(C)C)C(C)C)CC2)cc1 (stereo unspecified),-25%,8%,0%,0%,-9%,4%,5%,11%

# Some of these compounds in order of length of the SMILES, highest first:
SMILES,TRb-SRC2 inh,L3MBTL1 block,Tau ThT inhib,TR SRC2 fluor cs,Tau fluor cs,aGal spleen mod,ALDH1A1 inh,Tau fibril FP
CN(C1CCCCC1)S(=O)(=O)c1ccc(F)c(C(=O)Nc2ccc(C(F)(F)F)cc2)c1,7%,x,9%,-2%,-21%,x,x,-15%
O=S(=O)(c1cccs1)N1CCC(CO)(Cc2ccc(Cl)cc2)CC1,-12%,13%,-7%,-1%,u,1%,u,-7%
Nn1c(SCC(=O)NC2CCCCC2)nnc1C1CC1,8%,-6%[11.4 µM],-2%,-4%,-3%,7%,24µM*,1%

# Next section.
SMILES,TRb-SRC2 inh,L3MBTL1 block,Tau ThT inhib,TR SRC2 fluor cs,Tau fluor cs,aGal spleen mod,ALDH1A1 inh,Tau fibril FP
Cc1ccccc1Cn1c(=O)n(Cc2ccc(Cl)cc2)c(=O)c2cccnc21,-5%,x,-7%,u,-18%,x,x,-7%
Cc1ccc2[nH]c(=O)c(CN(Cc3nnnn3C3CCCC3)C3CCCCC3)cc2c1,-19%,-1%,-9%,1%,3%,-1%,25µM*,5%
CC(C)OCCCNC(=O)CN1C(=O)CC(C)(C)S(=O)(=O)c2ccccc21,-3%,x,-8%,-1%,-1%,-6%,9%,1%
CCOC(=O)c1c(/N=C/c2ccc(O)cc2O)sc2c1CCC2,-13%,-3%,u,-1%,u,-9%,u,-10%
COc1cccc(OC)c1C(=O)Nc1ccc(C)cc1C(=O)c1ccccc1,-24%,-6%,-12%,-1%,-10%,-14%,11%,1%
O=c1c2[nH]c3ccccc3c2ncn1Cc1ccncc1,-18%,6%,3%,-3%,7%,7%,-10%,-2%
CCOC(=O)C1CCN(C(=O)COc2ccc(Cl)cc2)CC1,-2%,5%,-8%,-2%,-5%,0%,6%,-1%
CN(CCc1ccccn1)C(=O)CCC1CCCN(C(=O)CCOc2ccccc2)C1 (stereo unspecified),-3%,5%,2%,-2%,1%,3%,12%,-4%
O=C(Cn1cc(S(=O)(=O)Cc2ccc(F)cc2)c2ccccc21)NCc1ccccc1,8%,x,4%,-5%,-19%,x,x,-9%
Cc1cc(C)c(OCCCCN2CCC(C)CC2)c(Br)c1,-4%,x,-3%,-1%,3%,0%,u,5%

# Bioassay records from PubChem.
